MT stabilize HCS: stabilizes microtubules in HeLa cells. % tubulin-high responders, % at 10 µM. HeLa tubulin immunostaining HCS, 24 h; share of cells brighter than vehicle mean+2SD. 200,000 compounds, 0.83% hits. AID 2205;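 active = plate Z-score above 3 for both tubulin-high and condensed-nucleus cell shares, with cell loss under 80%, at 10 µM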;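 also: anti alpha tubulin signal scored within the nucleus-defined area of each cell; some results filed as inactive read as strong as hits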
Yfh1-off respiration: mitochondrial function rescue without frataxin homolog – Friedreich's ataxia, plus single-dose screen, dose response (AID 1465) | fold induction at 50 µM; hits with a dose series show EC50 in µM | 220,000 compounds, 0.074% hits | S. cerevisiae Yfh1-off respiration, WST-1 reduction, 72 h; higher fold induction means a stronger effect;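 active = fold induction of absorbance versus untreated yeast above a set limit, then at least 30% activation at any dose in follow-up; inconclusive = repeats straddling the limit, or above it without dose testing; inactive = fold induction below the set limit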;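 also: activators that raise dye reduction in frataxin-depleted yeast; strong numbers were not always called active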
NOD1 NF-kB reporter: NOD1 signaling inhibitors, primary screen, cell-based, luminescence, uHTS (AID 1578); NOD1-driven NF-kB luciferase reporter cells, luminescence; higher % means a stronger effect; inhibition, % at 4 µM, or EC50 in µM where a hit was titrated; 290,000 compounds, 1% hits; in the data active = inhibition mostly above about 36%, no sharp cut-off; inactive = mostly below about 34%;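 also: HEK-293T reporter cells stimulated with the NOD1 agonist gamma-tri-DAP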
M17LAP inhibition: P. falciparum M17LAP inhibitors, primary screen, biochemical, fluorogenic H-Leu-NHMec substrate, 1536-well (AID 1619). 220,000 compounds, 0.38% hits. one-dose inhibition, % at 30 µM; IC50 in µM for titrated hits. recombinant M17LAP, H-Leu-NHMec fluorogenic kinetic assay; higher % means a stronger effect;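 active = compound inhibiting the enzyme by more than half at any dose during confirmatory dose-response retesting; inconclusive = strong single-dose inhibitors picked by rank but not retested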;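 also: plate controls were full reaction with DMSO carrier for no effect and no enzyme background for full effect; strong numbers were not always called active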
Dynein cargo inh: dynein cargo transport inhibition. 3617.4 mouse cells, GR-EGFP nuclear translocation imaging; test concentration mostly 20 µM; stimulated with dexamethasone, 1 µM; active compounds read low. z-score, hits read low. 220,000 compounds, 0.47% hits. AID 1381;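 active = plate z-score of nuclear minus cytoplasmic receptor signal below a set negative limit, without overly bright fluorescence or cell loss, cut at about -3.5 in these data, passing the limit was not always enough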;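 also: z-score of nuclear minus cytoplasmic ring GR-EGFP intensity difference per well; some compounds called inactive have numbers as strong as hits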
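Medium: Induction medium lacking tetracycline, stripped serum | Probe or stimulus: 1.0 µM final dexamethasone stimulus | Schedule: 48 h induction, then 1 h compound, then 30 min agonist, 37 °C | Signal: Automated 10x imaging of fixed Hoechst-stained cells | Evaluation: Per-cell GR-EGFP intensity, nucleus versus surrounding cytoplasmic ring, well-averaged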
Autophagy HCS: modulators of autophagy; MEF GFP-LC3 puncta imaging; test concentration mostly 10 µM; calls only at 10 µM (by protocol); 190,000 compounds, 0.98% hits; AID 463193;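 active = percentage of spot-positive cells more than 3 SD above its plate mean, without a fluorescence outlier flag or 80% toxicity; inconclusive = no clear call, values can overlap the other calls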;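 also: spot-positive cell cutoff set from DMSO-treated cells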
Ins promoter up: MIN6 insulin promoter up-regulation. AID 1625. MIN6 insulin promoter-GFP reporter, high-content imaging; active compounds read high. 190,000 compounds, 0.3% hits. z-score at 5 µM;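 active = z-score above 3 at 5 µM with at least 500 cells counted in the well; inconclusive = wells under 500 cells, flagged as cytotoxic or low count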
b-catenin transl: alters nuclear translocation of beta-catenin in HeLa cells | 190,000 compounds, 0.3% hits | nuclear translocation activity, % at 5 µM | immunofluorescence imaging;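 active = nuclear translocation activity above 50% at 5 µM, with a well cell count of 50 or more; inconclusive = wells under 50 cells across six images, flagged as toxic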;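 also: per-cell ratio of nuclear to cytoplasmic median beta-catenin stain intensity; plate controls were DMSO negative control for no effect and GSK-3 inhibitor IX positive control for full effect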
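Test system: human HeLa cell line; Doses: 5 µM primary, 0.02–20 µM confirmation; Incubation: 24 h compound exposure, 37°C; Detection: beta-catenin immunofluorescence imaging with DAPI; Read-out: beta-catenin nuclear/cytoplasmic ratio, % activation.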
NOD2 inhibition: inhibition of NOD2-driven NF-kB reporter – cell-based, luminescence, uHTS, HEK293 (AID 1566) | HEK293 NOD2/NF-kB luciferase reporter, luminescence; higher % means a stronger effect | one-dose inhibition, % at 4 µM; EC50 in µM for titrated hits | 290,000 compounds, 0.63% hits; in the data active = inhibition above about 50%; also: many of its hits are not listed in these tables
Dynein cargo inh cytoplasmic EGFP: recorded beside Dynein cargo inh, whose call it bears; z-score; measured here: cytoplasmic GR-EGFP intensity; active compounds read high
Dynein cargo inh nuclear GR-EGFP: recorded beside Dynein cargo inh, whose call it bears; z-score; measured here: nuclear GR-EGFP intensity;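 lower value marks the stronger effect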
Dynein cargo inh cell count: also measured in Dynein cargo inh; calls as there; z-score; measured here: cell count per field
Ins promoter up cell count: second read-out of Ins promoter up, no call of its own (marks repeat the call); cell count; measured here: cytotoxicity, nuclei count;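 total cells summed across four imaged fields per well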
b-catenin transl cell count 5 µM: recorded beside b-catenin transl, whose call it bears; cell count; measured here: cell count, cytotoxicity flag
MT stabilize HCS Hoechst-high %: recorded beside MT stabilize HCS, whose call it bears; % Hoechst-high responders; measured here: nuclear condensation Hoechst responders;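 share of cells brighter than vehicle mean plus two SD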
MT stabilize HCS cytotoxicity %: also measured in MT stabilize HCS; calls as there; toxicity, %; measured here: cytotoxicity by cell density;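 0% = mean cell density of plate MIN control wells and 100% = no cells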
Autophagy HCS cell loss 18 h: further read-out of Autophagy HCS, marked with its call; toxicity, %; measured here: cell loss, nuclei count;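 cell loss after 18 h compound exposure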
An asterisk follows results filed as active; i = inactive; ? = inconclusive; . = no result given. Only part of the results is shown; rates above refer to the full screens.

The first two compounds as a preview:
SMILES	MT stabilize HCS	MT stabilize HCS Hoechst-high %	MT stabilize HCS cytotoxicity %	Yfh1-off respiration	NOD1 NF-kB reporter	M17LAP inhibition	Dynein cargo inh	Dynein cargo inh cytoplasmic EGFP	Dynein cargo inh nuclear GR-EGFP	Dynein cargo inh cell count	Autophagy HCS	Autophagy HCS cell loss 18 h	Ins promoter up	Ins promoter up cell count	b-catenin transl	b-catenin transl cell count 5 µM	NOD2 inhibition
CC/C(=N\NC(=O)CSCc1ccc(Cl)cc1)c1ccc2c(c1)OCCO2	2.5	1.5	11	i	13%	2%	-1	0.49	0.26	0.96	i	11	-0.37	1379	-2.3	1361	16%
Cc1ccc(C(=O)NCc2cccs2)cc1S(=O)(=O)N1CCCCC1	2.5	1.7	5.2	i	-18%	-3%	-0.33	0.29	0.72	-0.63	i	8	0.65	1728	-0.8	1115	0%

This part in full, repeating the preview:
SMILES	MT stabilize HCS	MT stabilize HCS Hoechst-high %	MT stabilize HCS cytotoxicity %	Yfh1-off respiration	NOD1 NF-kB reporter	M17LAP inhibition	Dynein cargo inh	Dynein cargo inh cytoplasmic EGFP	Dynein cargo inh nuclear GR-EGFP	Dynein cargo inh cell count	Autophagy HCS	Autophagy HCS cell loss 18 h	Ins promoter up	Ins promoter up cell count	b-catenin transl	b-catenin transl cell count 5 µM	NOD2 inhibition
CC/C(=N\NC(=O)CSCc1ccc(Cl)cc1)c1ccc2c(c1)OCCO2	2.5	1.5	11	i	13%	2%	-1	0.49	0.26	0.96	i	11	-0.37	1379	-2.3	1361	16%
Cc1ccc(C(=O)NCc2cccs2)cc1S(=O)(=O)N1CCCCC1	2.5	1.7	5.2	i	-18%	-3%	-0.33	0.29	0.72	-0.63	i	8	0.65	1728	-0.8	1115	0%
CN(C)c1ccc(NC(=O)CC(NCc2ccccn2)C(=O)O)cc1 (stereo not given)	2.2	2.3	5.3	i	-5%	6%	-0.72	-0.33	-0.74	1.2	i	-3	0.39	1269	-1.4	525	12%
CC(=O)Cc1nsc(NC(=O)c2cn(-c3ccccc3)nc2-c2ccc(Br)cc2)n1	4.5	2.5	2.5	i	23%	2%	1.2	-0.032	0.69	-0.82	i	7	-0.37	1027	-2.0	1205	5%
CCN1C(=O)C(O)(CC(=O)c2ccccn2)c2ccccc21 (stereo not given)	1.5	1.2	7.6	i	-17%	-13%	3.4	0.5	2.5	-2.1	i	-3	.	.	-3.9	1152	1%
O=S(=O)(c1ccc(S(=O)(=O)N(Cc2ccccc2)Cc2ccco2)cc1)N1CCCC1	3.2	1.7	6.2	i	.	.	-0.046	-0.25	-0.41	-0.42	i	1	.	.	.	.	.
Cc1cnc(CN2CCc3c([nH]c4ccccc34)C2C2CCCCC2)[nH]1 (stereo not given)	2.0	2.1	7.5	i	-13%	-1%	0.024	-0.17	0.2	-0.41	i	5	0.48	1653	-1.9	1067	8%
CCCc1nc(N2CCOCC2)c(C#N)c2c1CCCC2	1.1	1.1	7.5	i	-5%	3%	0.96	-0.065	0.94	-1	i	-1	-0.43	1148	-6.4	1242	19%
O=C1NCCCC2c3c(cc(Br)c(O)c3Br)OC12N1CCOCC1 (stereo not given)	2.9	2.0	7.4	i	12%	17%	-0.86	-0.35	-0.14	0.39	i	7	0.86	1130	-3.2	937	4%
O=C(CSc1nnc(-c2ccncc2)n1C1CCCCC1)Nc1cccc(O)c1	5.0	3.0	2.6	i	-8%	6%	-0.27	-0.4	0.18	-0.25	i	15	0.18	1070	0.1	897	14%
CCOC(=O)c1c(CC(C)C)csc1/N=C/C1=C(O)CCCC1=O	.	.	.	i	-12%	3%	-0.42	-0.28	-0.19	0.59	.	.	.	.	-0.2	1353	-3%
CCCn1c(N)c(C(=O)CN2CCc3ccccc3C2)c(=O)n(C)c1=O	2.7	1.6	2.6	i	18%	-1%	-0.28	-0.3	0.0032	0.29	i	13	0.78	985	-0.4	1144	4%
Cc1nn2c(nc(N3CCOCC3)c3ccccc32)c1C=C(C#N)C#N	1.9	0.8	8.6	i	6%	-4%	-0.29	-0.23	-0.095	0.21	i	-2	-0.87	1152	-2.4	1198	-15%
CCCCOC(=O)CSc1nc2ccccc2o1	.	.	.	i	-3%	8%	-0.15	-0.23	0.51	-0.6	.	.	0.22	1020	0.9	1275	-20%
CCn1c(=O)c(C(=O)Nn2c(C)nc3ccccc3c2=O)c(O)c2ccccc21	2.4	2.0	6.9	i	-4%	15%	-1.3	-0.29	0.00039	0.45	i	17	0.11	1686	-5.0	1127	4%
CCC(C)NC(=O)Cn1c(=O)n(CCCC(=O)NCc2ccccc2Cl)c(=O)c2ccccc21 (stereo not given)	3.8	2.4	7.9	i	-4%	7%	-0.71	0.026	-0.1	0.26	i	-2	0.49	901	-7.9	1178	0%
O=C(CNC(=O)c1ccc(Cl)cc1)NCCCn1ccnc1	1.9	2.3	6.7	i	-7%	-2%	-0.52	-0.22	-0.14	0.97	i	-2	.	.	-0.3	887	2%
Cc1ccnc2nc(C(=O)Nc3nnc(CC(C)C)s3)nn12	1.3	1.7	4.2	i	-14%	8%	0.25	-0.23	0.8	0.61	i	-12	.	.	.	.	-4%
N#Cc1ccccc1NC(=O)C1SC(=Nc2ccccc2)C(C(=O)Nc2ccc(Cl)cc2)=C1N (stereo not given)	3.5	2.4	6.9	i	43%	-3%	0.64	-0.17	0.6	-0.44	i	0	-5.9	670	-1.6	981	51%*
CN1CCN(C2=Cc3ccc(Cl)cc3Sc3ccc(F)cc32)CC1	3.6	1.8	5.3	i	-36%	3%	0.43	-0.24	0.66	-0.12	i	-10	.	.	?	.	17%
O=C(Nc1ccc(Cl)c(Cl)c1)c1ccc(Cn2cc(Cl)cn2)cc1	2.8	1.1	4.7	i	39%	5%	-0.65	1.5	0.13	-7	i	-5	0.81	1468	-1.0	1142	-48%
CC(C)n1c(SCC(=O)Nc2ccccc2N2CCCCC2)nc2c1c(=O)n(C)c(=O)n2C	3.6	2.0	5.6	i	15%	-2%	-0.037	0.068	0.52	-0.81	i	3	0.17	580	1.6	689	-3%
Cc1ccc2oc3c(c(=O)c2c1)C(c1cccs1)N(CCCN(C)C)C3=O (stereo not given)	.	.	.	i	-1%	.	.	.	.	.	.	.	0.22	1520	-1.3	1047	10%
O=C1CC(N2CCN(Cc3ccccc3)CC2)C(=O)N1CCc1ccccc1 (stereo not given)	2.7	2.8	5.3	i	6%	5%	-0.67	-0.22	-0.0076	1.6	i	8	-0.87	1186	-1.4	992	-14%
O=C(NNC(=O)c1cccnc1)Nc1ccc([N+](=O)[O-])cc1	5.1	1.8	6.7	i	6%	10%	0.51	-0.18	0.19	-0.83	i	-10	1.3	1524	0.5	968	13%
CCOC(=O)N1CCN(C(=O)CN(c2ccc3c(c2)OCO3)S(C)(=O)=O)CC1	2.4	1.6	10	i	3%	-3%	-1.7	0.28	-0.42	1.5	i	-3	0.32	1215	.	.	-4%
Cc1cc(NC(=O)c2ccccc2)nc2c1c(=O)oc1ccccc12	2.9	3.3	5.9	i	7%	5%	-0.46	-0.35	-0.56	0.93	i	-8	0.15	1167	-1.0	1145	22%
CCOC(=O)C(=O)Nc1cccc(C(=O)OCC)c1	3.3	3.5	4.3	i	-27%	14%	0.14	-0.31	-0.36	0.58	i	1	0.29	1403	.	.	8%
CCOC(=O)Nc1ccc2c(c1)OCO2	2.2	2.5	9.8	i	-4%	-15%	0.0026	-0.077	-0.75	0.064	i	9	-0.24	1609	-1.7	1331	-11%
COC(=O)C1=C(C)OC(N)=C(C#N)C1c1ccccc1F (stereo not given)	1.6	1.6	6.9	i	39%	-6%	-0.62	-0.19	-0.31	0.42	i	-35	1.2	1155	0.3	975	0%
Cc1sc2nc(CN3CCC(C)CC3)nc(Cl)c2c1C	3.8	2.2	4.9	i	-21%	-10%	-2.6	0.17	-1.4	1.3	i	30	-0.51	927	-3.4	523	0%
O=C(O)c1ccc(-n2c(-c3cc(C4CC4)[nH]n3)n[nH]c2=S)cc1	.	.	.	i	0%	12%	-0.38	-0.27	-0.17	0.16	.	.	1.2	1391	-0.2	1307	11%
O=C(CCc1ccccc1)NNc1ccc(F)cc1	.	.	.	i	-11%	-4%	-0.47	-0.22	-0.33	0.36	.	.	-0.38	1485	-1.7	1056	-45%
C=CCOc1c(Cl)cc(C2NC(=O)NC(C)=C2C(=O)OC)cc1Cl (stereo not given)	23*	15*	18*	i	-7%	5%	0.54	-0.26	0.26	-0.18	i	10	0.16	1300	-0.1	1053	-2%
CCCc1cc(=O)n2[nH]c(C)nc2n1	4.2	2.4	6.1	i	-25%	-3%	-0.062	-0.37	0.27	0.13	i	-6	0.85	1205	-8.5	1257	2%
Cc1ccccc1Cn1cnc2c(oc3ccccc32)c1=O	3.6	4.4	3.3	i	-25%	-5%	-0.86	-0.32	-0.63	0.84	i	5	-0.79	1226	-0.5	1081	0%
O=C(COC(=O)c1cc(S(=O)(=O)N2CCOCC2)ccc1Cl)Nc1ccc2c(c1)OCO2	2.4	3.7	3.1	i	-14%	1%	0.4	-0.19	1.1	-0.54	i	20	0.26	1125	0.1	1136	7%

Compound activity as filed in PubChem BioAssay.
